# PI4K2A inh: inhibitors of human PI4K2A. Q9BTU6. purified PI4K2A, ADP-Glo luminescence, 1 h; stronger effect = lower value. activity change, negative = inhibition, % at 76.9 µM. 0.13% of 420,000 active. AID 1346378; in the data active = activity change below about -50%; inconclusive = mostly about -30% to -49%;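 note: -100% = wells without enzyme as full effect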
#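 ADP-Glo luminescence measured ADP generated by PI4K2A enzyme (4 ug/mL before mixing) with 1.2 mM PI substrate (pre-mix) and 300 microM ATP (pre-mix). Tris pH7.5 buffer with MgCl2, Triton X-100; 1 h reaction at ambient temperature.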
# BAZ2B block: inhibitors of human BAZ2B bromodomain; Q9UIF8; AlphaScreen BAZ2B-H3K14Ac peptide displacement; Potency, µM (doses to about 114 µM), for the others: at the highest dose activity change, negative = inhibition, most hits filed as inhibitors; 4.4% of 360,000 active; note: potency is the fitted concentration of half-maximal effect; % is set by controls: 0 for no effect and ±100 for the full control effect; nearly all actives have a fitted effect of over 60% in size
#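 Complex of BAZ2B and biotin-H3K14Ac (50 nM apiece) forms over 30 min at RT, then faces library compounds up to 110 uM for another 30 min; AlphaScreen beads added, 20 min dark incubation, luminescence read.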
# JMJD2A Tudor inh: inhibitors of human JMJD2A Tudor domain; O75164; AlphaScreen JMJD2A-Tudor / H3K4me3 peptide binding; Potency, µM (top dose mostly 114 µM), inactives show top-dose activity change, negative = inhibition, usual class: inhibitors; 4.4% of 390,000 active; AID 504339; note: potency is the fitted concentration of half-maximal effect; % is set by controls: 0 for no effect and ±100 for the full control effect; nearly all actives have a fitted effect of over 50% in size
# GLS inhibitor: inhibitors of human glutaminase (GLS). O94925. GLS enzymatic activity, qHTS titration. Potency, µM (titrated, usually from 45.5 µM), for the others: top-dose activity change, negative = inhibition, most hits filed as inhibitors. 0.21% of 410,000 active. AID 624170; note: potency is the fitted concentration of half-maximal effect; % is set by controls: 0 for no effect and ±100 for the full control effect
#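 hKGA in 45 mM KH2PO4 (pH 8.2), 0.02% Tween-20 with compound, then 1mM L-Glutamine (stock as added) plus glutamate oxidase/HRP/Amplex red coupling mix. Fluorescence read initially and after 30 min at RT; signal change reflects glutamate formation.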
# ERG Ets-DNA blk: blocks human ERG Ets domain binding to DNA; AID 624246; P11308; 0.028% of 370,000 active; fluorescence polarization, His-ERG Ets domain / labelled DNA; Potency, µM (top dose mostly 76.9 µM), for the others: at the highest dose FP activity, negative = inhibition, most hits filed as inhibitors; active = well fitted inhibition curve with a large enough effect in the polarisation, with a control signal flat; inconclusive = small, poorly fitted or top-dose-only effect, or effect the other way, or a change in a side signal; inactive = no such curve, though single readings can be large or run the other way; the % refers to the polarisation;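 note: polarization taken with two DNA probes labelled with fluorescein and Texas red; potency is the fitted concentration of half-maximal effect; % of control where 0% means no effect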
# Target sequence (P11308 whole entry, looked up, the tested form may be a part): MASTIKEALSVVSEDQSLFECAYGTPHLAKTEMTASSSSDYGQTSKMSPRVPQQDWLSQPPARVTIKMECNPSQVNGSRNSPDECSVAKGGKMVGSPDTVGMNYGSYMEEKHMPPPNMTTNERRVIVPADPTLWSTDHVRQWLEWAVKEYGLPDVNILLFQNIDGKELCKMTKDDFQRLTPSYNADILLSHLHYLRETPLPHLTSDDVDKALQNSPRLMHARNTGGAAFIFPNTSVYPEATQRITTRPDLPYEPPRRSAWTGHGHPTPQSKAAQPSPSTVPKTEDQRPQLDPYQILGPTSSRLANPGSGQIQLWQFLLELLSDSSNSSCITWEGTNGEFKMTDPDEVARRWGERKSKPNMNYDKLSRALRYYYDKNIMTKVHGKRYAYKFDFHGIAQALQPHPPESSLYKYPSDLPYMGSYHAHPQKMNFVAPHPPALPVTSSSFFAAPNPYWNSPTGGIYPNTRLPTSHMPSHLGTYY
#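 His-tagged ERG Ets domain (1 uM in the protein solution; 300mM KCl, 50mM Tris-HCl, 1mM EDTA, 1mM DTT, pH 7.5) received compound, then a probe mix of 5 nM fluorescein-DNA and 100nM Texas-615-DNA. Fluorescence polarization was read for both dyes.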
# G9a inh: blocks human histone lysine methyltransferase G9a | Q96KQ7 | G9a H3K9 monomethylation, AlphaScreen, 2 h | Potency, µM (top dose mostly 102 µM), inactives show top-dose activity, negative = inhibition, most hits filed as inhibitors | 8.8% of 350,000 active | AID 504332; note: potency is the fitted concentration of half-maximal effect; % is set by controls: 0 for no effect and ±100 for the full control effect; nearly all actives have a fitted effect of over 75% in size
#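 G9a (20 nM) was preincubated 15 min with compound, then reacted 2 h at room temperature with 500 nM biotin-H3K9 peptide and 20 µM SAM. Monomethyl-H3K9 detected by AlphaScreen using anti-H3K9me1 antibody.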
# Pin1 inhibitor: blocks the human prolyl isomerase Pin1; Q13526; Pin1 FP peptide displacement, HiFluor488, 10 min; Potency, µM (titrated, usually from 115 µM), for inactives: at the highest dose activity, negative = inhibition, actives largely listed as inhibitors; 0.009% of 390,000 active; AID 504891; active = well fitted inhibition curve with a large enough effect in the polarisation, with a control signal flat, not every such curve was filed as active; inconclusive = small, poorly fitted or top-dose-only effect, or effect the other way, or a change in a side signal; inactive = no such curve, though single readings can be large or run the other way; the % refers to the polarisation; note: potency is the fitted concentration of half-maximal effect; % is set by controls: 0 for no effect and ±100 for the full control effect
# Target sequence (Q13526 whole entry, looked up): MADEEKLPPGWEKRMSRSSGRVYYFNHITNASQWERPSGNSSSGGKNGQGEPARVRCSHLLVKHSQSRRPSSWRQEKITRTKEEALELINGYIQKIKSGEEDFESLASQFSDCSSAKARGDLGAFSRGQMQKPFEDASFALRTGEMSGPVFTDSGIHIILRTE
# HP1b chromo inh: inhibitors of HP1-beta chromodomain binding to methylated histone tails; Potency, µM (top dose mostly 114 µM), for inactives: top-dose activity change, negative = inhibition, usual class: inhibitors; P83916; 0.56% of 390,000 active; AID 540317; AlphaScreen HP1-beta / biotin-H3K9me3 peptide binding; note: potency is the fitted concentration of half-maximal effect; nearly all actives have a fitted effect of over 70% in size; inactives centre near 23
# Target sequence (P83916 whole entry, looked up): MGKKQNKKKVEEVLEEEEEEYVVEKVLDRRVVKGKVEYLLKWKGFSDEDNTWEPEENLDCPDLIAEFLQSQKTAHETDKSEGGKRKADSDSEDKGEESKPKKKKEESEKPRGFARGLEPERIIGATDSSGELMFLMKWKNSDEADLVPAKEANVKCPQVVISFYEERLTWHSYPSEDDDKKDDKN
#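 HP1-beta protein (50 nM final) preincubated 30 min at room temperature with biotinylated H3(1-18)K9me3 peptide (50 nM) in PBS pH 7.4, 0.01% Tween-20, then compound added for 30 min. AlphaScreen streptavidin donor/nickel chelate acceptor beads (10 ug/mL final), 30 min dark, luminescence read.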
# Tb PGK inh: T. brucei PGK inhibition; AID 602233; PGK/GAPDH coupled, Kinase-Glo luminescence, 60 min; 0.043% of 380,000 active; Potency, µM (top dose mostly 57.5 µM), without a hit: at the top dose activity change, negative = inhibition, usual class: inhibitors; P07378; note: potency is the fitted concentration of half-maximal effect; % is set by controls: 0 for no effect and ±100 for the full control effect; nearly all actives have a fitted effect of over 60% in size
#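 Recombinant glycosomal PGK reaction used 1,3-bisphosphoglycerate generated in-well by GAPDH (100nM final) in 100mM TEA pH 7.6, 5mM MgCl2, 0.01% Tween-20. After 60 minutes at room temperature, ATP was read by Kinase-Glo Plus luminescence end-point.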
# * = called active by the depositor; i = inactive; ? = inconclusive; / = no result given; [ ] = remark or other dose. Unless noted, calls come from the whole dose curve; as a rule, active = well fitted curve in the direction sought with a large enough effect; inconclusive = small, poorly fitted or top-dose-only effect, or another doubt; inactive = no such curve, though single readings can be large; an effect the other way counts as inactive or inconclusive.
SMILES,PI4K2A inh,BAZ2B block,JMJD2A Tudor inh,GLS inhibitor,ERG Ets-DNA blk,G9a inh,Pin1 inhibitor,HP1b chromo inh,Tb PGK inh
CSCCC(NC(=O)/C(=C/c1ccc2c(c1)OCO2)NC(=O)c1cccc([N+](=O)[O-])c1)C(=O)O (stereo unspecified),-1,-26%,-10%,8%,?,-3%[59 µM],-2%,29%,2%
CN(C)CCP(=O)(c1ccccc1)c1ccccc1,-1,-3%,-8%,-1%,12%,-7%,-2%,46%[activator],i
CN(C)C(=S)NC1CCS(=O)(=O)C1 (stereo unspecified),2,-13%,-8%[11.4 µM],-2%,1%,4%,6%,43%[activator],4%
O=C(COC(=O)c1ccccc1Cl)Nc1cccnc1Cl,7,-1%,-17%,-4%,-5%,5%[59 µM],-3%,37%[activator],i
CC(=O)Nc1ccc(S(=O)(=O)Nc2cc(C)ccn2)cc1,6,-11%,-10%,8%,-3%,50µM*,1%,37%,7%
CC(C)(C)N1CC2(c3ccccc3)CN(C(C)(C)C)CC(c3ccccc3)(C1)C2=O,1,-32%,-6%,15%,-9%,4%,7%,27%,-5%
C=CCn1cnc2c(nnn2-c2ccc(OC)c(OC)c2)c1=O,1,-12%,-14%,2%,4%,29%[12.7 µM],0%,14%,-3%
CCOc1ccccc1NC(=O)Cn1c(=O)c2ccccc2n(CC)c1=O,2,1%,3%,0%,-2%,7%[59 µM],2%,23%,2%
CC(C)=CC(=O)N1CCCC(N2CCN(c3ccc(F)cc3)CC2)C1 (stereo unspecified),-2,3%,-5%,12%,5%,/,0%,34%,-3%
COc1ccc(Nc2nc(-c3ccccc3O)nc3ccccc23)cc1,1,-2%,-7%,-1%,2%,20%[2.33 µM],?,2%,-3%
Cc1ccc(-c2nc(SC(C)C(=O)N3CCCC3)n[nH]2)cc1 (stereo unspecified),-1,-2%,-16%,3%,7%,?,-1%,11%,9%
COc1ccccc1NC(=O)NCC(=O)Nc1ccc(F)c(F)c1,3,8%,2%[11.4 µM],-5%,-16%,-6%[59 µM],-5%,8%,-4%
Cc1cc(C)cc(NS(=O)(=O)c2ccc(Oc3ncc(C(F)(F)F)cc3Cl)cc2)c1,-9,-2%,-3%,?,5%,25%[59 µM],-1%,54%[activator],-15%
CCNC(=O)NC(=O)C(C)SCc1ccccc1C (stereo unspecified),1,-1%,5%,-12%,-18%,-12%[59 µM],-1%,30%,-4%
CC(NC(=O)COC(=O)CSc1ccc(F)cc1)c1ccc(F)cc1 (stereo unspecified),3,2%,-5%,1%,2%,-2%,-11%,29%,-5%

# A different layout for 2 compounds above:
Structure | PI4K2A inh | BAZ2B block | JMJD2A Tudor inh | GLS inhibitor | ERG Ets-DNA blk | G9a inh | Pin1 inhibitor | HP1b chromo inh | Tb PGK inh
C=CCn1cnc2c(nnn2-c2ccc(OC)c(OC)c2)c1=O | 1 | -12% | -14% | 2% | 4% | 29%[12.7 µM] | 0% | 14% | -3%
CCNC(=O)NC(=O)C(C)SCc1ccccc1C (stereo unspecified) | 1 | -1% | 5% | -12% | -18% | -12%[59 µM] | -1% | 30% | -4%

# The list goes on:
SMILES,PI4K2A inh,BAZ2B block,JMJD2A Tudor inh,GLS inhibitor,ERG Ets-DNA blk,G9a inh,Pin1 inhibitor,HP1b chromo inh,Tb PGK inh
CCOc1ccc(-c2nc(CSc3nnc(C)s3)cs2)cc1OC,-4,7%,-3%,19%,-6%,?,-6%,47%[activator],3%
Cn1c(NN)nc2ccccc2c1=O,2,-23%,-2%,-10%,3%,50µM*,2%,41%[activator],i
COCC(C)n1c(C)cc(C(=O)CSc2nnnn2C2CCCC2)c1C (stereo unspecified),4,-30%,-33%,-5%,4%,-7%[12.7 µM],-4%,0%,-2%
O=C1C2CCCN2C(=S)N1c1cc(Cl)ccc1Cl (stereo unspecified),-3,-3%,-18%,0%,-1%,?,0%,?,i
Cc1occc1C(=O)N1CCN(c2ccc([N+](=O)[O-])cc2)CC1,0,?,-28%,2%,1%,-29%,1%,16%,i
CCCCn1c(N)c(N(CCOC)C(=O)c2cccc(N3C(=O)c4ccccc4C3=O)c2)c(=O)[nH]c1=O,-1,-3%,-6%,2%,-2%,-1%,4%,21%,2%
O=C(c1csc2ccccc12)N1CCN(c2ccc(Cl)c(Cl)c2)CC1,-3,6%,-21%,0%,-2%,8%[59 µM],5%,23%,-9%
CC(C)CN(CCNC(=O)c1cn(C)c2ccc(S(=O)(=O)N3CCCCCC3)cc2c1=O)CC(C)C,2,/,-17%,0%,2%,-26%[59 µM],-11%,4%,-10%
Cn1nnc(NC(=O)c2ccc3ccccc3c2)n1,-7,-1%,-35%,0%,4%,7%[59 µM],-3%,12%,0%
CCCc1nn2c(=O)cc(COC(=O)c3ccccc3NC(=O)c3cccs3)nc2s1,6,-6%,-13%,11%,3%,4%[59 µM],4%,4%,-2%
COc1ccc(S(=O)(=O)N(CC(=O)Nc2cccc(C)c2)c2ccc(C)cc2)cc1OC,2,-9%,-14%,3%,7%,-40%[59 µM],15%,42%[activator],1%
O=C(COc1ccccc1Cl)NCCCNC(=O)c1cnccn1,1,4%,-5%,-11%,8%,32%[activator],-5%,19%,-4%
[2H]c1c([2H])c([2H])c(-c2nc(N3CCCCCC3)sc2C(=O)c2ccccc2)c([2H])c1[2H],-4,18%,62%[activator],4%,-1%,54%[activator][59 µM],?,65%[activator],5%
O=C(/C=C/c1ccc2c(c1)OCO2)NCCSCc1ccc(Cl)cc1,-5,3%,-18%,-2%,2%,6%,?,43%[activator],-9%
CSc1ccc(CN2CCC(Cc3ccccc3)CC2)cc1,-2,71µM*,35µM*,-6%,-6%,7.1µM*,-12%,-10%,i
CCCSc1nnc(NC(=O)c2sc3nc(-c4cccs4)ccc3c2N)s1,-3,18%,12%,-8%,3%,16%[12.7 µM],?,72%[activator],-5%
COc1ccccc1N1CCN(C(=O)c2cc(C(C)(C)C)oc2C)CC1,-11,-18%,-24%,-3%,9%,?,0%,-10%,-3%
COc1ccc(/C=N/NC(=O)c2cccc3ccccc23)c(OC)c1OC,2,/,-14%,22%,7%,/,0%,9%,-9%
CC(NC(=O)CCNS(=O)(=O)c1ccccc1)c1ccccc1 (stereo unspecified),-5,8%,-9%,7%,16%,/,4%,26%,-5%
C=CC[C@@H](CC(=O)N[C@H](CO)Cc1ccccc1)C(=O)N[C@@H](C)COC(=O)[C@@H](CC=C)Cc1ccc(F)cc1,1,/,-7%,17%,-4%,/,-14%,31%,6%
CCc1ccc(OCC(=O)N/N=C(\C)c2ccc(-n3ccnc3)cc2)cc1,0,-4%,-6%,-11%,5%,-19%,10%,21%,0%
Cc1ccc(S(=O)(=O)N2CCCC2CNC(=O)C(=O)NCc2cccs2)cc1 (stereo unspecified),-6,1%,-11%,0%,-6%,-18%,6%,43%[activator],-7%
Cc1ccc(NS(=O)(=O)c2ccc(C(=O)NCc3ccncc3)cc2)cc1,1,6%,-13%,-1%,4%,8%,-7%,39%,-4%
CCN1CN(CCc2ccccc2)CNC1=S,-17,-1%,-1%,7%,7%,24%[59 µM],-4%,14%,-5%
O=c1c2ccccc2oc2cc(OCc3ccc(F)cc3)cc(O)c12,-2,-2%,-5%,-2%,9%,?,-1%,43%[activator],7%
Cc1ccc(C)c(NC(=O)CCC(=O)NNC(=O)c2cccs2)c1,-2,23%,-23%,16%,3%,36%[59 µM],-1%,12%,-6%
COc1ccc(N(CC(=O)NCCSCc2ccco2)S(=O)(=O)c2ccccc2)cc1OC,-4,-18%,-17%,3%,-13%,/,1%,-6%,-11%
Cc1cc(C(=O)N2C(C)CCCC2C)no1 (stereo unspecified),3,2%,-5%,13%,-3%,15%,-1%,18%,2%
CC(C)(C)OC(=O)C[C@@H]1C/C=C\C[C@@H](CC(=O)N(CCO)Cc2ccccc2)C(=O)NC[C@H](c2ccccc2)OC1=O,4,/,-6%,4%,9%,/,?,8%,2%
COc1ccc(N2CCN(C(=O)c3ccc4c(c3)N(Cc3cccc(Cl)c3)C(=O)c3ccccc3S4(=O)=O)CC2)cc1,1,-18%,-31%,6%,-11%,?,3%,-1%,-6%
CNC(=O)c1ccc(-c2cc3onc(-c4ccccc4)c3c(=O)n2C)cc1,5,/,-3%,0%,1%,/,2%,41%[activator],-1%
CC(C)(O)C#Cc1ccc(CNC[C@H]2O[C@@H](n3cnc4c(N)ncnc43)[C@H](O)[C@@H]2O)s1,-8,/,-22%,4%,5%,/,-2%,22%,i
COc1cc(/C=C2/C(=O)N(c3cccc(Br)c3)N=C2C)cc(OC)c1O,-54*,10µM*,28µM*,-4%,8%,10µM*,33%[activator],28µM*,-9%
CCC(C)NC(=O)CCn1ccc2cc(S(=O)(=O)N3CCCC3)ccc21 (stereo unspecified),-1,-23%,-28%,-1%,5%,-5%,-4%,-2%,-10%
CCn1c(SCc2ccc([N+](=O)[O-])cc2)nnc1C(C)NC(=O)c1ccc(C)cc1 (stereo unspecified),-3,-7%,-9%,4%,5%,7%[59 µM],-6%,12%,-8%
CCCCn1cc2c(c1-c1cccc(C)c1)c(=O)n(C)c(=O)n2C,-5,?,-24%,1%,-6%,/,1%,22%,-5%
CC1CCN(C(=O)COC(=O)/C=C/c2ccc(Br)o2)CC1,-3,-35%,-1%,-9%,26%,?,-5%,33%,-8%
CC(C)N(Cc1ccccc1)C(=O)COC(=O)C1CCCCC1,-1,/,8%,0%,2%,/,2%,34%,i
